# High-throughput results as filed in PubChem.
# GPR55 LPI antagonism = GPR55 antagonists blocking LPI-driven arrestin recruitment, primary screen, imaging, U2OS, beta-arrestin-GFP, LPI agonist (AID 2013) | U2OS GPR55 beta-arrestin-GFP translocation imaging, LPI antagonism; higher % means a stronger effect | inhibition, % at 10 µM; hits with a dose series show IC50 in µM | 290,000 tested, 0.13% active;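 active = spots per cell inhibited over 60%, with over 100 cells counted and total cytoplasm intensity under 500,000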;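 note: U2OS cells stably carrying GPR55 and arrestin-GFP stimulated by 5 µM LPI near EC80; imaged beta-arrestin-GFP aggregate spots per cell after agonist stimulation; plate controls were LPI-stimulated DMSO wells for no effect and DMSO wells without LPI for full effect; some results filed as inactive read as strong as hits; confirmed hits need IC50 under 10 µM and bright autofluorescent wells are also inconclusive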
# HIV fusion peptide = inhibitors of HIV fusion peptide binding, primary screen, biochemical, uHTS, fluorescence dequenching (AID 1986); cell-free peptide binding, fluorescence dequenching, 30 min; higher % means a stronger effect; one-dose inhibition, % at 20 µM; IC50 in µM for titrated hits; 290,000 tested, 0.3% active; in the data active = inhibition mostly above about 52%, no sharp cut-off; inactive = mostly below about 76%; note: some results filed as inactive read as strong as hits
# KOR beta-arrestin-1 = kappa opioid receptor blockers – cell-based, luminescence, uHTS (AID 1778); KOR beta-arrestin recruitment, luminescence, antagonist mode; higher % means a stronger effect; inhibition, % at 10 µM; hits with a dose series show IC50 in µM; 290,000 tested, 0.091% active; in the data active = inhibition above about 50%; note: strong numbers were not always called active
# KOR beta-arrestin-2 = kappa opioid receptor activators – cell-based, luminescence, uHTS, primary screen (AID 1777); KOR beta-arrestin recruitment, luminescence; higher % means a stronger effect; activation, % at 10 µM, or EC50 in µM where a hit was titrated; 280,000 tested, 0.02% active; in the data active = activation above about 50%, passing the limit was not always enough; note: a part of the inactive calls stands beside numbers as strong as those of hits
# NOD1 inhibition = NOD1 signaling inhibitors, primary screen, cell-based, luminescence, uHTS (AID 1578); inhibition, % at 4 µM, or EC50 in µM where a hit was titrated; 290,000 tested, 1% active; NOD1-driven NF-kB luciferase reporter cells, luminescence; higher % means a stronger effect; in the data active = inhibition mostly above about 36%, no sharp cut-off; inactive = mostly below about 34%;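 note: HEK-293T reporter cells stimulated with the NOD1 agonist gamma-tri-DAP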
# Dengue-2 NS5 capping = flavivirus cap methylation enzyme inhibition – biochemical, confirmation dose response, primary screen (AID 588689) | inhibition, % at 25 µM; hits with a dose series show IC50 in µM | Dengue-2 NS5 methyltransferase capping enzyme assay, biochemical; higher % means a stronger effect | 340,000 tested, 0.3% active; in the data active = a potency from the dose series
# GPR55 beta-arrestin = selective activators of receptor GPR55 – imaging, U2OS cells, beta-arrestin-GFP redistribution, primary screen (AID 1961) | U2OS GPR55 beta-arrestin-GFP redistribution imaging; higher % means a stronger effect | activation, % at 10 µM, or EC50 in µM where a hit was titrated | 290,000 tested, 0.048% active;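 active = activation above 40% with more than 50 cells counted in the well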;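 note: U2OS osteosarcoma cells stably expressing GPR55 and beta-arrestin-GFP; plate controls were DMSO negative control for no effect and LPI positive control for full effect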
# West Nile antiviral = West Nile virus antiviral activity, cell-based, CPE readout (AID 1621) | West Nile virus-infected cells, CPE inhibition; higher % means a stronger effect | CPE inhibition, % at 10 µM; hits with a dose series show IC50 in µM | 290,000 tested, 0.02% active; in the data active = a potency from the dose series; note: strong numbers were not always called active
# GPR35 antagonists = GPR35 antagonists blocking zaprinast-driven arrestin recruitment, primary screen, imaging, U2OS, beta-arrestin-GFP, zaprinast agonist (AID 2058); U2OS GPR35 beta-arrestin-GFP translocation imaging, zaprinast antagonism; higher % means a stronger effect; inhibition, % at 10 µM; hits with a dose series show IC50 in µM; 290,000 tested, 0.052% active;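 active = inhibition of at least 50% with at least 30 cells and total cytoplasm GFP at most 10,000,000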
# Dengue-2 NS5 capping pilot replicate = further read-out of Dengue-2 NS5 capping, marked with its call; inhibition, %; measured here: pilot screen replicate inhibition
# An asterisk follows results filed as active; x = not tested or not shown; [ ] = remark or other dose. An excerpt. The share of hits here may be higher or lower than overall.
SMILES,GPR55 LPI antagonism,HIV fusion peptide,KOR beta-arrestin-1,KOR beta-arrestin-2,NOD1 inhibition,Dengue-2 NS5 capping,GPR55 beta-arrestin,West Nile antiviral,GPR35 antagonists,others
C=C(C)CSc1nc2c(c(=O)[nH]c(=O)n2C)n1CCC(C)C,0%,1.4%,-28%,5.5%,5%,-8%,-0.1%,0.2%,3%,
O=c1nc2cccc3c2=c(/c1=C(\O)c1ccccc1)c1ccccc1c3=O,10%,4.6%,7%[20 µM],-6.2%,3%,3%,0.2%,-1.2%,-6%,
CC(C)CNc1nc(Oc2ccc(=O)[nH]n2)nc(N2CCOCC2)n1,-1%,-0.3%,-16%,2.8%,-22%,x,-0.1%,-0.3%,18%,
Cn1c(-n2c(-c3ccco3)nc3ccccc3c2=O)nc2ccccc21,-4%,1.3%,-12%,10%,-17%,-1%,0.0%,-0.3%,-2%,
CCN1C(=O)C(CC(=O)Nc2ccc(OC)cc2)N(Cc2ccc(OC)c(OC)c2)C1=S (stereo unspecified),-20%,2.6%,-15%,3.2%,-10%,x,0.2%,-0.6%,6%,
CC(C)C(OC(=O)c1oc2ccccc2c1CSC1CCCCC1)C(=O)NC(N)=O (stereo unspecified),-25%,-1.3%,20%[20 µM],-4.9%,-6%,x,-0.1%,0.9%,-2%,
Cc1ccc(-n2nnnc2SCC(=O)Nc2ccc3c(c2)COC3=O)cc1C,9%,-2.3%,15%,-4.2%,-31%,-6%,0.6%,0.4%,6%,
O=C(c1cnc2ccccc2n1)N1CCN(c2ccc(C(F)(F)F)cn2)CC1,20%,1.2%,-36%,1.7%,-9%,8%,0.2%,-0.6%,0%,
O=C(COC(=O)c1cnccn1)c1ccc2c(c1)CCCC2,-8%,-2.5%,-22%,-6.3%,9%,-4%,0.3%,-0.8%,3%,
CCCCOc1ccc(S(=O)(=O)Nc2cc(OC)ccc2OC)cc1,5%,-2.3%,-1%,-2.4%,-8%,-1%,-0.4%,-1.4%,2%,
CCN(CC)CCCNc1nc(N)c([N+](=O)[O-])c(NCCO)n1,4%,-1.7%,16%,-1.0%,-8%,-7%,-0.1%,0.2%,6%,
CC(=O)N1CC=CC1(CC(C)C)C(=O)NCc1cc(F)cc(C(F)(F)F)c1 (stereo unspecified),-3%,3.7%,6%,1.9%,-15%,4%,-0.1%,-0.2%,-14%,
O=C(c1ccccc1-c1ccccc1)N1CCN(c2ccccn2)CC1,-5%,-0.4%,23%,-3.0%,-20%,-8%,0.6%,x,-3%,
O=C(c1cnn2c(C(F)F)cc(-c3ccccc3)nc12)N1CCN2CCCC2C1 (stereo unspecified),9%,-0.2%,-27%,1.8%,-27%,-6%,-0.1%,-0.1%,-1%,
COc1ccc2nc(SCC(=O)NN)cc(C)c2c1,6%,-2.4%,-13%,4.7%,2%,-4%,0.3%,-0.7%,1%,Dengue-2 NS5 capping pilot replicate=-2.7

# Quoted at random: four compounds from above.
SMILES,GPR55 LPI antagonism,HIV fusion peptide,KOR beta-arrestin-1,KOR beta-arrestin-2,NOD1 inhibition,Dengue-2 NS5 capping,GPR55 beta-arrestin,West Nile antiviral,GPR35 antagonists,others
CCCCOc1ccc(S(=O)(=O)Nc2cc(OC)ccc2OC)cc1,5%,-2.3%,-1%,-2.4%,-8%,-1%,-0.4%,-1.4%,2%,
O=c1nc2cccc3c2=c(/c1=C(\O)c1ccccc1)c1ccccc1c3=O,10%,4.6%,7%[20 µM],-6.2%,3%,3%,0.2%,-1.2%,-6%,
CC(C)C(OC(=O)c1oc2ccccc2c1CSC1CCCCC1)C(=O)NC(N)=O (stereo unspecified),-25%,-1.3%,20%[20 µM],-4.9%,-6%,x,-0.1%,0.9%,-2%,
CC(C)CNc1nc(Oc2ccc(=O)[nH]n2)nc(N2CCOCC2)n1,-1%,-0.3%,-16%,2.8%,-22%,x,-0.1%,-0.3%,18%,

# (continued)
SMILES,GPR55 LPI antagonism,HIV fusion peptide,KOR beta-arrestin-1,KOR beta-arrestin-2,NOD1 inhibition,Dengue-2 NS5 capping,GPR55 beta-arrestin,West Nile antiviral,GPR35 antagonists,others
c1coc(Cn2nnnc2CN2CCN(C3CCCC3)CC2)c1,4%,-0.4%,33%,0.2%,-34%,-8%,-0.1%,x,31%,
COc1ccccc1C(=O)Nc1ccc(N2CCCCC2)cc1,-2%,0.4%,2%,-5.9%,-47%,-6%,-0.1%,-0.5%,19%,
Cc1ccc(N2CC(C(=O)N3CCOCC3)CC2=O)cc1Cl (stereo unspecified),-6%,0.7%,-18%,1.4%,-30%,0%,0.0%,0.0%,4%,
O=C(CNC(=O)Cc1ccc(Cl)cc1)NCc1ccco1,-5%,0.2%,-16%,5.7%,-56%,1%,0.2%,-0.2%,11%,
Cn1cc(Br)c(C(=O)N/N=C/c2cc3ccccc3nc2Cl)n1,-4%,-1.5%,3%,-3.8%,-16%,3%,0.2%,-0.3%,-14%,
COCCNC(=O)C(c1ccc(F)cc1)N(Cc1ccco1)C(=O)CCC(=O)Nc1ccccn1 (stereo unspecified),0%,-1.2%,4%,-5.3%,-21%,-3%,0.3%,-0.6%,-3%,
O=C(c1cc([N+](=O)[O-])[nH]n1)N1CCSCC1,3%,-0.4%,-26%,3.9%,-2%,-2%,1.0%,0.0%,0%,
CC(C)[C@@H](C(=O)NCC1CCCO1)N1C(=O)N2CCc3c([nH]c4ccccc34)[C@@]2(C)C1=O (stereo partly specified),-1%,-1.6%,-22%[20 µM],x,7%,-3%,-0.1%,-0.8%,0%,
CC(=O)Nc1ccc(NS(=O)(=O)c2ccc3c(c2)n(C)c(=O)n3C)cc1,1%,1.0%,18%,-3.4%,-21%,-3%,-0.1%,1.4%,13%,
COc1ccc(-c2oc(=O)n(C)c2-c2ccc(OC)cc2)cc1,-1%,-0.7%,-23%,3.9%,-8%,-5%,-0.1%,1.5%,-10%,
C=CCSC1=C(C#N)C(c2ccccc2)CC(=O)N1 (stereo unspecified),1%,-1.3%,14%,-2.3%,-16%,-7%,-0.2%,0.1%,-12%,
Cc1ccc(Cn2c(C)nc3ccc([N+](=O)[O-])cc3c2=O)cc1,0%,-0.2%,-76%[20 µM],4.6%,-5%,-4%,0.5%,-1.6%,5%,Dengue-2 NS5 capping pilot replicate=-7.0
COc1c([N+](=O)[O-])cc(C(=O)NNC(=O)c2ccc(C)cc2)cc1[N+](=O)[O-],-7%,-1.2%,-15%[20 µM],-3.9%,-10%,12%,-0.4%,-0.7%,-20%,
CCOC(=O)N1C2=NC(C(=O)OC)=C(C(=O)OC)[C@@H]3N(C)c4ccccc4[C@]23C[C@H]1C(=O)OC,3%,-2.9%,16%,x,3%,4%,-0.2%,0.2%,8%,
Cc1cccc(OCCOC(=O)C2CCN(S(=O)(=O)c3ccc(C)c(C)c3)CC2)c1,8%,-0.9%,4%,-0.9%,-10%,2%,-0.1%,0.5%,7%,
Cc1c(C(=O)O)sc2ncn(C)c(=O)c12,8%,-1.5%,6%,0.8%,-11%,6%,-0.1%,0.7%,-9%,
OCCN(CCO)CC(O)COc1ccc(C23CC4CC(CC(C4)C2)C3)cc1 (stereo unspecified),6%,0.2%,6%,3.2%,27%,3%,0.9%,13%,-8%,
COc1ccc(OC)c(NC(=O)c2ccc(CSc3nnc(C)s3)cc2)c1,-3%,-0.8%,-27%[20 µM],1.8%,-24%,-5%,-0.1%,-0.9%,7%,
Cc1c(C(=O)NNc2c(Cl)cccc2Cl)n(C)oc1=O,3%,0.1%,-9%,2.4%,-20%,-5%,0.1%,0.2%,4%,
O=c1c(-c2ccc(O)cc2O)coc2cc(O)cc(O)c12,11%,6.3%,-7%,-4.9%,-8%,14%,-0.2%,-0.1%,-17%,
O=C(NC1CCCCC1)c1cc(-c2ccco2)on1,1%,-1.9%,25%,-3.0%,-93%,-1%,0.0%,x,10%,
C#CCN1C(=O)S/C(=C\c2cc3c(cc2OC)OCO3)C1=O,9%,11%,4%,-2.8%,-18%,-3%,-0.2%,0.3%,3%,
CCN(CC)Cc1oc(CO)cc(=O)c1O,-19%,14%,-22%,-1.9%,-39%,3%,0.6%,0.7%,-3%,
CCOC(=O)c1c(C)nc2sc(C(=O)Nc3ccccc3)c(N)c2c1-c1ccc(OC)cc1,-5%,-3.0%,0%,-1.0%,-14%,-4%,-0.4%,0.3%,9%,
Cc1onc(-c2c(Cl)cccc2Cl)c1C(=O)NC(=S)N1CCOCC1,0%,0.3%,8%,0.8%,-7%,-7%,-0.2%,0.1%,3%,
O=C(CCn1c(=O)sc2ccccc21)NC1CCCCC1,-7%,-0.6%,-11%,2.4%,-33%,-7%,0.1%,-0.4%,10%,
O=C1CCCN1CC(O)CS(=O)(=O)Cc1ccccc1Cl (stereo unspecified),-8%,-1.2%,-21%,0.1%,-4%,4%,0.0%,0.9%,17%,
O=C(NC(O)C(=O)c1ccc(F)cc1)c1ccc(F)cc1 (stereo unspecified),8%,2.0%,-49%[20 µM],4.3%,0%,-2%,-0.1%,0.6%,14%,Dengue-2 NS5 capping pilot replicate=-0.6
COc1ccc(OC)c(C2=C[N+](=O)C(C)(C)C(C)(C)N2[O-])c1,0%,-0.3%,35%,-3.1%,-16%,-12%,-0.1%,0.1%,-5%,
CCn1c(SCC(=O)NC(=O)NC(C)(C)C)nc2ccccc21,-11%,-0.1%,-7%,-4.2%,-8%,-1%,-0.2%,-1.0%,0%,
Cc1ccc(Cn2c(=N)c(C(=O)NCCN3CCOCC3)cc3c(=O)n4ccccc4nc32)cc1,15%,-2.4%,-12%,5.2%,-15%,-5%,0.6%,0.1%,0%,
CCC(=O)Nc1ccc(Br)c(Cl)c1,-3%,-1.9%,38%,-3.4%,-8%,2%,-0.2%,x,-2%,
C=CCNC(=O)CC(=O)N/N=C/c1ccc(C(=O)OC)cc1,12%,-1.3%,32%,-5.6%,-5%,-4%,-0.2%,0.5%,-2%,
CCN(c1ccc(OC)cc1)S(=O)(=O)c1nnc(NC(=O)COc2ccc(C)cc2)s1,0%,1.4%,4%,2.2%,-10%,-12%,0.3%,-0.1%,0%,
Cc1cc(NC(=O)CSc2cn(CCNC(=O)c3ccccc3)c3ccccc23)no1,3%,3.9%,-20%,0.2%,11%,1%,-0.1%,0.5%,-8%,
CCc1nc(SCC(=O)c2ccccc2)c2c(=O)n(C)c(=O)n(C)c2n1,2%,0.5%,-35%,1.5%,-2%,0%,-0.1%,0.1%,18%,
Cc1cc(=O)[nH]c2c1cnn2C(C)c1ccccc1 (stereo unspecified),-1%,-1.8%,42%,-2.9%,7%,-3%,0.0%,0.0%,-1%,
CC(C)(C)NC(=O)c1cc2c(ccc3ccccc32)oc1=O,-9%,-1.2%,-53%[20 µM],3.6%,7%,-5%,-0.3%,-0.5%,0%,
CCc1ccc(C(=O)COC(=O)c2cccc(N3C(=O)c4c(C)nc5ccccc5c4C3=O)c2)cc1,7%,2.1%,-17%,1.3%,11%,-1%,0.0%,0.6%,0%,Dengue-2 NS5 capping pilot replicate=0.9
COc1ccc(C2N(Cc3ccccc3)CC(=O)N2/N=C(\C)c2ccccc2)cc1 (stereo unspecified),12%,-2.4%,35%,4.0%,-47%,-4%,0.4%,-1.1%,-5%,
